Compound activity (PubChem)
AID2073: disruptors of CaV2.2 binding to Mint1 – biochemical, HTRF (AID 2073) | 0.19% of 290,000 active | HTRF protein-protein interaction, Mint1-CaV2.2; higher % means a stronger effect | one-dose inhibition, % at 20 µM; IC50 in µM for titrated hits; in the data active = inhibition mostly above about 51%, no sharp cut-off; inconclusive = no clear call, values can overlap the other calls; inactive = mostly below about 53%; note: some results filed as inactive read as strong as hits
LYP inhibition: inhibitors of LYP phosphatase, biochemical, fluorescence intensity, uHTS (AID 1779); recombinant LYP phosphatase, fluorescence intensity; higher % means a stronger effect; one-dose inhibition, % at 11.5 µM; IC50 in µM for titrated hits; 0.054% of 290,000 active; in the data active = inhibition above about 50%;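 note: plate controls were vehicle with enzyme for no effect and no enzyme for full effect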
SIAH1 antagonists: Siah-1 peptide-binding antagonists, primary screen, biochemical, fluorescence polarization, rhodamine-plectin, uHTS (AID 1817); Siah-1 / rhodamine-plectin peptide fluorescence polarization; higher % means a stronger effect; displacement, % at 20 µM, or IC50 in µM where a hit was titrated; 0.02% of 290,000 active;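 active = displacement of at least 50% at 20 µM, with a fluorescence ratio check between 0.3 and a set limit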;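 note: plate controls were Siah plus tracer with DMSO for no effect and tracer alone without Siah for full effect; strong numbers were not always called active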
* hit, by the source's call; ? = inconclusive.

no.	SMILES	AID2073	LYP inhibition	SIAH1 antagonists
1	CCCCc1cc(=O)oc2cc(C)cc(OCC(=O)N3CCC(C(=O)O)(c4ccccc4)CC3)c12	21%	-4%	2%
2	COCCN(C(=O)CCC(=O)Nc1ccccn1)C(C(=O)NC(C)C)c1ccc(C)cc1 (configuration not stated)	9%	-9%	-5%
3	COc1ccccc1/C=C/c1nc(S(=O)(=O)c2ccccc2)c(NCCN(C)C)o1	6%	-6%	-3%
4	Cc1ccnc(SC2CC(=O)N(c3ccc(C(C)C)cc3)C2=O)n1 (configuration not stated)	4%	-10%	0%
5	CN(c1ccc(C(=O)N2CCCCCC2)cc1)S(=O)(=O)c1ccc(Cl)cc1	-2%	-7%	-1%
6	CCN(c1ccc(OC)cc1)S(=O)(=O)c1ccc(-c2ccc(=O)[nH]n2)o1	4%	-10%	2%
7	CC1CCCC(C)N1C(=O)COC(=O)Cc1ccc(F)cc1 (configuration not stated)	-5%	-5%	2%
8	O=C(O)CN1C(=O)c2cccc3c(Br)ccc1c23	25%	-6%	1%
9	O=C(Nc1ccccc1F)c1cc(Cl)sc1Cl	38%	0%	5%
10	COc1ccc(S(=O)(=O)N2CCCC2)cc1OC	2%	-4%	3%
11	O=C(O)c1cc([N+](=O)[O-])cc2c1C=Cc1ccccc1O2	23%	-5%	-6%
12	O=C(CSc1ccc2nnc(-c3ccccn3)n2n1)Nc1ccc(F)cc1	13%	-6%	-5%
13	O=S(=O)(NC1CCSc2ccccc21)c1ccc(Cl)nc1 (configuration not stated)	-7%	-10%	-7%
14	CC(=O)N[C@@H](C)c1nc2ccccc2n1CCNC(=O)[C@H]1CCCN1c1nc(CN2CCCCC2)cs1	2%	-13%	-4%
15	CCOC(=O)Cn1nc(-c2ccc(F)cc2)cc(Cc2ccccc2)c1=O	8%	-2%	1%
16	COc1ccc2nc3c(cc2c1)c(NC(=O)CC(C)C)nn3CC(C)C	14%	-4%	4%
17	COc1ccc(NC(=O)CS(=O)(=O)c2cn(CC(=O)N(C(C)C)C(C)C)c3ccccc23)c(OC)c1	-6%	-9%	3%
18	CC1(C)Cc2nc(-c3ccccc3)nc(SCC(=O)N3CCOCC3)c2CO1	8%	-8%	0%
19	CCn1c(=S)sc2c(=O)n(CC(=O)Nc3ccc(C(C)=O)cc3)c(C)nc21	-1%	6%	0%
20	Cc1ccc2ncnc(Nc3cccc([N+](=O)[O-])c3)c2c1	14%	-3%	7%

Part of the list above in a different format:
#6 CCN(c1ccc(OC)cc1)S(=O)(=O)c1ccc(-c2ccc(=O)[nH]n2)o1
  AID2073: 4% | LYP inhibition: -10% | SIAH1 antagonists: 2%

#7 CC1CCCC(C)N1C(=O)COC(=O)Cc1ccc(F)cc1 (configuration not stated)
  AID2073: -5% | LYP inhibition: -5% | SIAH1 antagonists: 2%

#8 O=C(O)CN1C(=O)c2cccc3c(Br)ccc1c23
  AID2073: 25% | LYP inhibition: -6% | SIAH1 antagonists: 1%

#9 O=C(Nc1ccccc1F)c1cc(Cl)sc1Cl
  AID2073: 38% | LYP inhibition: 0% | SIAH1 antagonists: 5%

More records:
no.	SMILES	AID2073	LYP inhibition	SIAH1 antagonists
21	CC(=O)N1CCN(c2ccccc2NC(=O)COc2cc(C)cc(C)c2)CC1	2%	-10%	-5%
22	COc1ccc(/C=C/C(=O)NCC(=O)N=Nc2c(O)[nH]c3ccc([N+](=O)[O-])cc23)cc1	4%	-5%	3%
23	O=C(Cn1ncc2c([nH]c3ccccc32)c1=O)Nc1cccnc1	14%	-12%	-6%
24	COc1ccc(CCNC(=O)c2cn(C)c3ccc(S(=O)(=O)N4CCOCC4)cc3c2=O)cc1OC	8%	-2%	-5%
25	COc1ccccc1N1CCN(CCN2C(=O)C3CCCCN3C2=O)CC1 (configuration not stated)	2%	-9%	-2%
26	O=C(O)CCCCCNC(=O)/C(=C\c1ccco1)NC(=O)c1ccco1	-10%	-1%	0%
27	Cc1ccccc1C(=O)OC1CCN(C)CC1	15%	-5%	3%
28	CCn1c(CCc2ccccc2)nc2ccccc21	10%	-5%	-1%
29	Oc1ccc(C=Nc2cccc3ccccc23)c(O)c1	?	-8%	8%
30	O=C1CC(N2CCN(c3ccccc3)CC2)C(=O)N1c1cccc(Br)c1 (configuration not stated)	7%	-4%	-4%
31	COc1ccccc1C(CC(=O)O)NS(=O)(=O)c1ccc2c(c1)N(C(C)=O)CC(C)O2 (configuration not stated)	4%	-6%	1%
32	Cc1c(Cl)cccc1NC(=O)CCNC(=O)N1CC(=O)Nc2ccccc21	8%	-3%	-4%
33	COc1ccc(C)cc1NC(=O)c1cccc(C(=O)Nc2cc(C)ccc2OC)n1	11%	-7%	4%
34	Cc1ccc(NS(=O)(=O)c2cccc3nsnc23)cc1C	8%	0%	2%
35	Cc1ccc(CN2C(=O)c3ccccc3Sc3ccc(C(=O)NCCN4CCOCC4)cc32)cc1	4%	-10%	0%
36	Cc1cc(C)c(S(=O)(=O)NCCc2ccncc2)c(C)c1	11%	-10%	-5%
37	O=C(O)c1ccc(NS(=O)(=O)c2ccc(C(=O)Nc3ccccc3)cc2)cc1	11%	-9%	-6%
38	COc1ccc(S(=O)(=O)N2CCC(Nc3ccccc3Cl)CC2)cc1	6%	-11%	4%
39	CCOc1cccc(C=NCCc2ccc(OC)c(OC)c2)c1O	-4%	-4%	-2%
40	Cc1ccc(NC(=S)c2ccc3ccccc3n2)c(C)c1	7%	-5%	4%

Exported with values ahead of the structure: 3 of the compounds above
item | AID2073 | LYP inhibition | SIAH1 antagonists | SMILES
38 | 6% | -11% | 4% | COc1ccc(S(=O)(=O)N2CCC(Nc3ccccc3Cl)CC2)cc1
27 | 15% | -5% | 3% | Cc1ccccc1C(=O)OC1CCN(C)CC1
23 | 14% | -12% | -6% | O=C(Cn1ncc2c([nH]c3ccccc32)c1=O)Nc1cccnc1

Following part.
no.	SMILES	AID2073	LYP inhibition	SIAH1 antagonists
41	CC(=O)Nc1ccc(OCCOc2ccccc2C(C)=O)cc1	-3%	-8%	-6%
42	Cc1ccc(OCCn2c(=S)[nH]c3ccccc32)c(C(C)C)c1	-11%	1%	14%
43	CCCCn1c(N)c(N(CC)C(=O)c2ccccc2C)c(=O)[nH]c1=O	4%	-13%	3%
44	COc1cccc(CN2C(=NC(=O)CCC3CCCC3)SC3CS(=O)(=O)CC32)c1 (configuration not stated)	18%	-4%	0%
45	COCCCNc1nc2ccccc2nc1NS(=O)(=O)c1ccc(Cl)cc1	0%	-9%	-2%
46	COCCN(C(=O)CNC(=O)c1ccco1)C(C(=O)NC1CCCCC1)c1cccnc1 (configuration not stated)	2%	-8%	0%
47	Cc1ccc(S(=O)(=O)Nc2cc3c(cc2N2CCOCC2)n(C)c(=O)c(=O)n3C)cc1	3%	-8%	40%
48	COc1ccc(NC(=O)c2ccc(C)cc2)cc1	4%	-12%	1%
49	COc1ccc(CCC(=O)Nc2cnc3ccccc3c2)cc1	4%	-5%	-7%
50	O=c1[nH]c(=S)[nH]nc1Cc1ccc(Cl)c(Cl)c1	2%	-4%	2%
51	Cc1cccc(NS(=O)(=O)c2nnc(NC(=O)c3ccc(Cl)cc3)s2)c1	18%	-5%	6%
52	O=C(Cc1ccc(N2CCNC2=O)cc1)N1CCCC(Nc2ccc(F)c(F)c2)C1 (configuration not stated)	4%	-7%	5%
53	COC(=O)c1ccc(NC(=O)C[n+]2ccccc2)cc1	0%	-13%	15%
54	CCCn1c(O)c(N=NC(=O)CNC(=O)c2ccncc2)c2ccccc21	4%	-11%	1%
55	O=C(Nc1ccccc1C(=O)N1CCCCC1)c1cc(F)c(F)cc1Cl	6%	-4%	-3%
56	O=C(OCc1cc(Cl)ccc1OC(F)F)c1ccc([N+](=O)[O-])o1	-1%	-8%	3%
57	O=C(NCCc1ccco1)C(=O)NCC1OCCCN1S(=O)(=O)c1cc(F)ccc1F (configuration not stated)	-4%	-5%	4%
58	CCc1ccc(-c2nc(CS(=O)CC(=O)NC3CC3)c(C)o2)cc1 (configuration not stated)	-1%	-11%	-1%
59	Nc1ncc(Br)cc1S(=O)(=O)Nc1ccccc1F	-1%	-3%	0%
60	C=CCN(Cc1nc(-c2ccccc2)no1)C(=O)c1ccco1	5%	-10%	-4%

Every second line gives: AID2073 | LYP inhibition | SIAH1 antagonists
61: CCC1CCCCN1Cc1ccc(CNC(=O)CCc2nnc3ccc(N4CCCCC4)nn23)o1 (configuration not stated)
→ -2% | -8% | -1%
62: COC(=O)c1ccc(N2CCOCC2)c(NC(=O)c2ccco2)c1
→ 6% | -8% | 0%
63: CC(C)n1cc(CN2CCCC(CNS(=O)(=O)c3cccc4cccnc34)C2)cn1 (configuration not stated)
→ 13% | -6% | 2%
64: Cc1cc(F)ccc1S(=O)(=O)N1CCCOC1CNC(=O)C(=O)NCc1ccncc1 (configuration not stated)
→ 11% | -4% | 0%
65: COc1ccc(NC(=O)CNC(c2ccccc2)c2ccccc2)cc1
→ -6% | -10% | 1%
66: COC(=O)c1sc(NC(=S)NC(=O)c2cccc(Br)c2)nc1C
→ 15% | -8% | 3%
67: CC(C)(C)c1ccc(C(=O)N2CCN(CCNC(=O)C(=O)NCc3ccc(Cl)cc3)CC2)cc1
→ 3% | -8% | -6%
68: Cc1cc(NC(=O)CCC(=O)N(Cc2ccco2)C2(C(=O)NC3CCCCC3)CCCCC2)no1
→ -2% | 6% | -1%
69: COCCn1c(SCc2ccc(F)cc2)nc2ccccc2c1=O
→ 3% | -3% | 3%
70: C=CCN(CC=C)S(=O)(=O)c1ccc(NC(=S)NC(=O)C2CC2)cc1
→ 5% | -1% | 7%
71: COc1ccccc1CNC(=O)CN1C(=O)c2ccc([N+](=O)[O-])cc2C1=O
→ -1% | -10% | -5%
72: CC(=O)Nc1ccc(N2C(=O)c3cccc4c(O)ccc(c34)C2=O)cc1
→ 29% | 0% | 36%
73: CC(=O)Nc1ccc(N2C(=O)c3ccc(S(=O)(=O)c4ccc(C(=O)O)cc4)cc3C2=O)cc1
→ -2% | 2% | 4%
74: CCCc1ccc(C(=O)CCC(=O)NNC(=O)c2ccncc2)cc1
→ -10% | -8% | -3%
75: O=C(CN1C(=O)COc2ccccc21)NCCCN1CCN(c2ccccc2F)CC1
→ ? | -8% | -1%
76: CCCc1nnc(SCC(=O)Nc2ccccc2Cl)n1CC1CCCO1 (configuration not stated)
→ 13% | -16% | -4%
77: COc1ccc(-n2ncc3c2CC(C)(C)CC3NC(=O)c2oc(C)cc2C)cc1 (configuration not stated)
→ 7% | -4% | 13%
78: CCC(Cc1ccccc1)NC(=O)/C=C/c1ccco1 (configuration not stated)
→ -13% | -6% | 5%
79: COc1cccc(CN(C)C(=O)c2ccc(COc3ccc(Cl)cc3)cc2)c1OC
→ 17% | -2% | -5%
80: COc1cc(NC(=O)CCS(=O)(=O)c2ccc3c(c2)oc(=O)n3C)cc(OC)c1OC
→ 6% | -9% | 0%

2 entries from above, set out differently:
71	COc1ccccc1CNC(=O)CN1C(=O)c2ccc([N+](=O)[O-])cc2C1=O
  AID2073: -1%; LYP inhibition: -10%; SIAH1 antagonists: -5%
72	CC(=O)Nc1ccc(N2C(=O)c3cccc4c(O)ccc(c34)C2=O)cc1
  AID2073: 29%; LYP inhibition: 0%; SIAH1 antagonists: 36%

Next section
Every second line gives: AID2073 | LYP inhibition | SIAH1 antagonists
81: CCOc1ccc(NC(=O)Cn2cc(C(=O)C3CC3)c3ccccc32)cc1
→ 15% | -11% | 0%
82: CCCC(C(=O)NCCc1ccc(S(N)(=O)=O)cc1)c1ccccc1 (configuration not stated)
→ 9% | -3% | -1%
83: O=C(CCN1C(=O)C2C3C=CC(C3)C2C1=O)NC1CCCCC1 (configuration not stated)
→ 31% | -13% | 3%
84: COc1ccc(OCc2cc(C(=O)N3CCOCC3)no2)c(Cl)c1
→ 16% | -8% | -4%
85: Cc1csc(NC(=O)C2CCCCC2)n1
→ 0% | -7% | 1%
86: COc1ccc(C(=O)Nc2ccnn2C2CCN(Cc3ccccn3)CC2)cc1
→ 6% | -11% | 0%
87: CCc1ccc(N=C2NC(=O)/C(=C/c3cc(Br)c(OCC(=O)O)c(OC)c3)S2)cc1
→ 22% | -6% | 28%
88: Cc1ccc(S(=O)(=O)Nc2ccc(C(=O)N3CCOCC3)cc2)cc1
→ 8% | -4% | 0%
89: O=C(Nc1ccc(F)cc1)Nc1ccc2c(c1)OCO2
→ -4% | -11% | -3%
90: CCOc1ccc(NC(=O)COC(=O)C2C3CC4OC(=O)C2C4C3)cc1 (configuration not stated)
→ 6% | 2% | -9%
91: O=C(NNC(=O)C1CCCC1)c1ccc(F)cc1
→ 5% | -8% | 6%
92: CCOC(=O)Cn1c(O)c(N=NC(=O)CNC(=O)Cc2ccccc2)c2ccccc21
→ -3% | -10% | 0%

These rows are one share of the data (hit frequency here may not be typical).
